Screening data: PubChem, National Center for Advancing Translational Sciences (NCATS)
p53null 39C kill – kills p53 null cells at the nonpermissive temperature; H1299 p53-null (neo) cells, 39C, ATPlite viability, 24 h; Potency, µM (top dose mostly 46.1 µM), inactives show at the top dose activity, negative = cell killing, actives largely listed as cytotoxic; hit rate 0.97% among 55,000; AID 904;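 also: potency is read from the fitted curve at half-maximal effect; 0% = DMSO only and -100% = full killing by 100 µM tamoxifen; nearly all actives have a fitted effect of over 50% in size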
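Luminescent ATP signal reported cell survival after H1299 lines (neo, p53 null; or p53 A138V) received up to 46 uM compound and 24 hr incubation at 39C.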
GALK inh – inhibits human galactokinase; 44,000 tested, under 10 active; P51570; Potency, µM (series often up to 57.5 µM), inactives show at the highest dose activity, negative = inhibition, most hits filed as inhibitors; recombinant GALK, Kinase-Glo ATP luminescence, 1 h;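 also: plate controls were full GALK reaction for no effect and reaction lacking GALK for full effect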
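Reactions with and without enzyme served as controls. GALK at 5 nM phosphorylates 100 uM galactose using 35 uM ATP (HEPES pH 8.0, Mg2+) for 1 h at RT, with luminescence read 10 min after adding Kinase-Glo Plus.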
FH mod – Identification of activators of human fumarate hydratase by quantitative high-throughput screening. hit rate 0.22% among 54,000. Potency, µM (top dose mostly 79.9 µM), inactives show at the highest dose activity change, negative = inhibition, hits mostly inhibitors. FH coupled MDH/diaphorase resazurin fluorescence, 15 min. Fumarate hydratase, mitochondrial (Homo sapiens), P07954; also: potency is read from the fitted curve at half-maximal effect; % is scaled to controls: 0 for no effect and ±100 for the full control effect; the screen sought activators but most active calls are inhibition curves; nearly all actives have a fitted effect of over 45% in size
Target sequence (P07954 whole entry, looked up): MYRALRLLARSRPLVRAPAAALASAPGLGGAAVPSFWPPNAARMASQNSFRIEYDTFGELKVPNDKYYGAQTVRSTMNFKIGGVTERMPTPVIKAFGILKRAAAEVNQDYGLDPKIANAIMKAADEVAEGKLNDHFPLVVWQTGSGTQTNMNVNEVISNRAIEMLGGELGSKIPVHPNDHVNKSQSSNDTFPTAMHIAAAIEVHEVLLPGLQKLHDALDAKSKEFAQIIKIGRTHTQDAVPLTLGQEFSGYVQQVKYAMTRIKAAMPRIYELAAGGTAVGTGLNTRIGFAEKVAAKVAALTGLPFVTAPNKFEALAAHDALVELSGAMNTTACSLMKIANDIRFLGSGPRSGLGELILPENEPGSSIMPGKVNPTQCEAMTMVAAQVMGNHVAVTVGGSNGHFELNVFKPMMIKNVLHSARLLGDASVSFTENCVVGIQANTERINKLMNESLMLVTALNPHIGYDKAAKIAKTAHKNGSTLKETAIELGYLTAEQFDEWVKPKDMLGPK
p53null 32C tox – kills p53 null cells at the permissive temperature. H1299-neo p53 null cells, ATP luminescence, 24 h, 32C. Potency, µM (highest dose often 46.1 µM), inactives show at the highest dose activity change, negative = cytotoxicity, usual class: cytotoxic. AID 903. hit rate 0.62% among 55,000;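 also: potency is read from the fitted curve at half-maximal effect; 0% = DMSO only and -100% = full killing by 100 µM tamoxifen; nearly all actives have a fitted effect of over 55% in size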
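Cytotoxicity: H1299-neo (no p53), 32C, 24 h treatment. Concentrations up to 46 uM. Readout cellular ATP, luminescence. Normalization to DMSO basal and tamoxifen 100 uM maximal kill.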
B2AR arrestin ag – agonists recruiting beta-arrestin to human beta2-adrenergic receptor. AID 1347077. Potency, µM (highest dose often 46.1 µM), for the others: top-dose activation, usual class: activators. 44,000 tested, under 10 active. HTLA Tango cells, beta-arrestin recruitment, luciferase luminescence, 18 h. P07550;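 also: potency is read from the fitted curve at half-maximal effect; 0% = DMSO and full agonism = EC100 isoproterenol or metaproterenol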
Target sequence (P07550 whole entry, looked up): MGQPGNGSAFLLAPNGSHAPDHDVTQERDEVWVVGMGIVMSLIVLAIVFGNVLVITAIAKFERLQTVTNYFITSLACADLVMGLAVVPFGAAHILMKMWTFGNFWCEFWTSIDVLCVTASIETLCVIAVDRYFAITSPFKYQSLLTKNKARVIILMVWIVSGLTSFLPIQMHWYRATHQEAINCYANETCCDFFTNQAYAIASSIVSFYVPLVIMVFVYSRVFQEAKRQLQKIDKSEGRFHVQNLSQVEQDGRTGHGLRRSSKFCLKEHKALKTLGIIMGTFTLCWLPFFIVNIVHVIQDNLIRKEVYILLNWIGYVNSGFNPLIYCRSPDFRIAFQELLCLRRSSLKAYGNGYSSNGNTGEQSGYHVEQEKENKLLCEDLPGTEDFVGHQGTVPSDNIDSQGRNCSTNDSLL
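Tango cells (recombinant beta2-AR, beta-arrestin, tTA-driven luciferase), 1500/well in DMEM 1% FBS, treated 18 h at 37 °C with compounds up to 46 µM; luciferin mix added, luminescence read after 15 min; %activity curves fitted and curve-classed.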
NTMT1 inhibitor – NTMT1 methyltransferase inhibition; Q9BV86; NTMT1 MTase-Glo SAH luminescence, purified enzyme; Potency, µM (series often up to 114 µM), inactives show top-dose activity change, negative = inhibition, most hits filed as inhibitors; hit rate 2.5% among 59,000; AID 1645870;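 also: potency is read from the fitted curve at half-maximal effect; plate controls were DMSO vehicle for no effect and no enzyme for full effect; nearly all actives have a fitted effect of over 65% in size; many of its hits are not listed in these tables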
PTAP-TSG101 blk – inhibitors of HIV-1 PTAP binding to human TSG101, validation | Q99816 | Fluorescence polarization, FITC-PTAP peptide/Tsg101, 20 min | Potency, µM (highest dose often 115 µM), without a hit: at the top dose activity change, negative = inhibition, most hits filed as inhibitors | 44,000 tested, under 10 active | AID 1347069; also: potency is read from the fitted curve at half-maximal effect; 0% is about no effect
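FITC-labeled PTAP peptide (50 nM final) binding to Tsg101 binding domain (10 uM final) read by fluorescence polarization after 20 min at r.t. in HEPES pH 7.5 buffer. Actives by CRC class, <25 µM.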
Numbers without * were called inactive; ? = inconclusive; . = not tested or not shown; [ ] = remark or other dose. Calls follow the shape of the dose curve; as a rule, active = well fitted curve in the direction sought with a large enough effect; inconclusive = small, poorly fitted or top-dose-only effect, or another doubt; inactive = no such curve, though single readings can be large; an effect the other way counts as inactive or inconclusive.

The line under a structure holds: p53null 32C tox	GALK inh	p53null 39C kill	B2AR arrestin ag	PTAP-TSG101 blk	NTMT1 inhibitor	FH mod
> Cc1ccc(C(CC(=O)Nc2cc(C)cc(C)c2)N2Cc3ccccc3C2=O)cc1 (configuration not stated)
→ 0%	1%	27%	1%	-6%	4%	-10%
> Cn1cccc1-c1cc2n(n1)CCC(=O)N2CC(=O)Nc1ccc(F)cc1Cl
→ -3%	1%	?	0%	-2%	20%	3%
> Cc1ccc(C2c3[nH]c4ccccc4c3CCN2C(=O)Nc2ccc(C)c(C)c2)cc1 (configuration not stated)
→ -2%	0%	9%	0%	-4%	8%	-20%
> CCOC(=O)c1sc2nc(C)n(CC(=O)Nc3cccc(Cl)c3)c(=O)c2c1C
→ 2%	0%	-13%	0%	2%	16%	5%
> Cc1ccc2c(c1)cc1c(=O)n(Cc3cccc(Cl)c3)nc(C)n12
→ -3%	6%	-13%	-2%	0%	-6%	-5%
> Cc1ccc(N2CCN(C(=O)c3c(C)oc4ncn(C)c(=O)c34)CC2)c(C)c1
→ 0%	0%	-1%	1%	-7%	-17%	-2%
> Cc1cccc(NC(=O)Cn2nnc(-c3nc(-c4ccncc4)no3)c2N)c1
→ -3%	?	-2%	0%	0%	?	2%
> CC1CCN(c2nc3c(-c4cccc(Br)c4)nnn3c3ccccc23)CC1
→ 1%	0%	25%	-1%	0%	8%	3%
> Cc1ccc(CSc2cn(CC(=O)N3CCCCCC3)c3ccccc23)cc1
→ 2%	-1%	16%	1%	-2%	-5%	-23%
> COc1ccc(NC(=O)Cn2ccn(-c3ccc(F)c(F)c3)c(=O)c2=O)cc1Cl
→ -4%	1%	?	1%	-3%	2%	2%
> CCOc1ccc(N2CC(NC(=O)c3cccs3)CC2=O)cc1 (configuration not stated)
→ -5%	-7%	-8%	-2%	0%	-3%	-1%
> Cc1ccc(Cl)cc1N1CCN(C(=O)CN2C(=O)COc3ccc(S(=O)(=O)N4CCOCC4)cc32)CC1
→ 1%	-2%	-21%	0%	4%	11%	-8%
> O=C(CSc1cn(CC(=O)N2CCCCC2)c2ccccc12)NCc1ccccc1Cl
→ 0%	0%	-16%	2%	9%	-9%	-10%
> COc1cccc(Cn2c(=O)n(-c3cccc(Cl)c3)c(=O)c3c4c(sc32)CN(C(C)=O)CC4)c1
→ 11%	3%	-16%	-1%	3%	-3%	-39%
> CCN1CCN(c2ncc3c(n2)CCN(Cc2ccc(OC(C)C)cc2)C3)CC1
→ -7%	0%	2%	1%	-3%	-1%	2%
> CCS(=O)(=O)c1ncc(Cl)c(C(=O)Nc2ccc(S(=O)(=O)N(C)c3ccccc3)cc2)n1
→ 36%[activator]	-9%	?	0%	-1%	2%	-9%
> CCOC(=O)c1[nH]c(C)c(CCC(=O)NCc2ccccc2Cl)c1C
→ -4%	-1%	-1%	0%	5%	-2%	-15%
> Cc1ccc(-c2nnc(Nc3cccc(Br)c3)c3ccccc23)cc1S(=O)(=O)NCC1CCCO1 (configuration not stated)
→ 6%	0%	14%	-1%	2%	7%	-21%
> COc1cc(NC(=O)CCc2c(C)nc3c(-c4ccc(F)cc4)c(C)nn3c2C)cc(OC)c1OC
→ -5%	9%	-30%	-2%	2%	-2%	-23%
> CCc1ccc(CN2C(=O)c3ccccc3C2C(=O)NCCc2ccc(OC)c(OC)c2)cc1 (configuration not stated)
→ 2%	2%	-2%	1%	-2%	13%	-3%
> COc1ccc(OC)c(S(=O)(=O)NCCc2csc(-c3cccc(F)c3)n2)c1
→ -1%	1%	8%	1%	-6%	8%	-18%
> CCS(=O)(=O)N1CC(=O)N(c2cccc(C)c2C)C(C)(C(=O)NC2CCCCCC2)C1 (configuration not stated)
→ -4%	1%	-10%	-1%	-4%	4%	3%
> Cc1ccc(-n2c(=O)c3sc4ccccc4c3n(CC(=O)NC3CCCC3)c2=O)cc1C
→ 3%	8%	-15%	-1%	0%	7%	3%
> Cc1cccc(N2CCN(C(=O)C3CCN(S(=O)(=O)c4c(C)noc4C)CC3)CC2C)c1 (configuration not stated)
→ 2%	3%	12%	0%	-4%	11%	-4%
> CCN(CC)CCOC(=O)c1ccc(NC(=O)c2nn(C)c3c2COc2ccccc2-3)cc1
→ -3%	2%	2%	-2%	0%	-19%	2%
> CCOC(=O)c1c(NC(=O)/C(C#N)=C/c2ccccc2)sc2c1CCC2
→ -1%	0%	-2%	0%	-3%	-11%	-3%
> Cc1ccc(Cc2nc3ccccc3nc2SCC(=O)NCc2ccccc2Cl)cc1
→ -2%	-1%	-3%	0%	-5%	7%	1%
> O=C(Cn1ncc2c([nH]c3ccccc32)c1=O)NCCCN1CCN(c2ccc(F)cc2)CC1
→ -3%	-4%	-9%	0%	1%	-13%	-2%
> O=C(C1CCCN(S(=O)(=O)c2cccs2)C1)N1CCN(c2cccc(Cl)c2)CC1 (configuration not stated)
→ 11%	6%	1%	1%	1%	-7%	-22%
> COc1cc(NS(=O)(=O)c2ccc(NC(=O)C(C)Oc3ccc(Cl)cc3Cl)cc2)nc(OC)n1 (configuration not stated)
→ 31%[activator]	0%	18%	0%	-10%	-2%	-15%

Next section (2 carried over from the part before).
The line under a structure holds: p53null 32C tox	GALK inh	p53null 39C kill	B2AR arrestin ag	PTAP-TSG101 blk	NTMT1 inhibitor	FH mod
> O=C(C1CCCN(S(=O)(=O)c2cccs2)C1)N1CCN(c2cccc(Cl)c2)CC1 (configuration not stated)
→ 11%	6%	1%	1%	1%	-7%	-22%
> COc1cc(NS(=O)(=O)c2ccc(NC(=O)C(C)Oc3ccc(Cl)cc3Cl)cc2)nc(OC)n1 (configuration not stated)
→ 31%[activator]	0%	18%	0%	-10%	-2%	-15%
> Cc1cccc(-n2nnc(-c3nc(-c4cccs4)no3)c2N)c1C
→ -4%	-4%	-13%	1%	-4%	5%	3%
> O=C(CCCCCn1c(=O)[nH]c2ccccc2c1=O)NCc1cccc(Cl)c1
→ 7%	-1%	?	-2%	0%	6%	-3%
> Cc1ccc(NC(=O)CCS(=O)(=O)c2cccc3nonc23)c(C)c1
→ -5%	1%	6%	0%	2%	15%	1%
> CCOc1ccc(C(c2c(O)cc(C)n(CCOC)c2=O)N2CCN(c3ccc(F)cc3)CC2)cc1 (configuration not stated)
→ -5%	0%	-15%	0%	-1%	-27%	18%
> CCSc1ccccc1C(=O)Nc1ccc(-c2nc3ccccc3s2)c(O)c1
→ -10%	3%	-24%	0%	5%	0%	-22%
> COc1cc(NC(=O)CCc2c(C)nc3c4c(C)cc(C)nc4nn3c2C)cc(OC)c1
→ 1%	1%	-13%	-2%	5%	?	-3%
> COc1ccc(N2CC(C(=O)Nc3ccc(NC(C)=O)cc3)CC2=O)cc1 (configuration not stated)
→ 6%	0%	-17%	0%	2%	-2%	-6%
> CCOC(=O)CN1C(=O)C(O)(CC(=O)c2cc(OC)ccc2OC)c2ccccc21 (configuration not stated)
→ -8%	-3%	6%	-1%	4%	.	.
> CCOc1ccc(S(=O)(=O)c2cn(CC)c3ccc(F)cc3c2=O)cc1
→ -8%	-4%	-9%	1%	1%	-12%	4%
> Cc1ccc(Oc2nc3c(c(=O)n(Cc4ccccc4Cl)c(=O)n3C)n2C)cc1C
→ 3%	?	-9%	1%	-4%	1%	-1%
> Cc1ccc(C)c(NC(=O)c2ccc(CN3CC(=O)N4CCCCC4C3=O)cc2)c1 (configuration not stated)
→ 0%	-4%	3%	0%	0%	-3%	-2%
> Cc1cc(Br)ccc1NC(=O)CN1C(=O)c2cccnc2Sc2ccccc21
→ -2%	2%	-9%	-3%	0%	79µM*	4%
> Cc1nc2ncnn2c(C)c1CCC(=O)NCc1cccc(Cl)c1
→ 6%	2%	11%	1%	-7%	-12%	-11%
> COC(=O)C(C)Sc1ccc2nnc(CCNS(=O)(=O)c3ccc(C)cc3)n2n1 (configuration not stated)
→ 3%	3%	-6%	2%	2%	-4%	-12%
> COCCCNc1nc2c(S(=O)(=O)c3ccc(C)c(C)c3)nnn2c2ccc(Cl)cc12
→ -13%	5%	2%	-2%	-1%	24%	-22%
> CCOC(=O)c1cc(-c2ccccc2)n(CC(=O)NC2CCC(C)CC2)c1C (configuration not stated)
→ 9%	1%	21%	?	-1%	11%	1%
> CCOc1ccccc1Nc1sc(C(=O)c2ccc(Cl)cc2)c(N)c1C(=O)NCCc1ccccc1
→ 2%	-5%	-20%	-3%	2%	-1%	-32%
> CCOc1ccc2nc(N3CCCC(C(=O)NCc4ccccc4Cl)C3)sc2c1 (configuration not stated)
→ -22%	4%	-14%	1%	-1%	-1%	-10%
> CC(=O)Nc1ccc2nc3c(=O)[nH]c(=O)[nH]c3nc2c1
→ 1%	1%	7%	0%	?	.	.
> CC(=O)N1CCCc2cc(S(=O)(=O)N3CCCC(C(=O)Nc4cccc(F)c4)C3)ccc21 (configuration not stated)
→ 10%	2%	14%	0%	0%	8%	-14%
> CC(C(=O)NCc1ccc(Cl)cc1)n1ccc2cc(S(=O)(=O)N3CCCC3)ccc21 (configuration not stated)
→ 10%	0%	11%	0%	-3%	9%	-11%
> CCOC(=O)C1CCN(CC(=O)N2CCCc3c2c(=O)oc2ccc(OCc4ccccc4)cc32)CC1
→ -1%	0%	9%	-2%	-4%	-10%	-12%
> Cc1nc2c(-c3ccc(F)cc3)c(C)nn2c(C)c1CCC(=O)N1CCN(c2ccccc2)CC1
→ 1%	-1%	-3%	1%	-2%	3%	?
> Cc1ccc(CSc2nc3ccc(NC(=O)CC(C)C)cc3s2)cc1
→ -8%	-1%	-4%	-5%	0%	18%	1%
> Cc1ccc(CNC(=O)c2cc(=O)c3cc(C)ccc3o2)cc1
→ 0%	0%	-1%	0%	1%	-7%	?
> Cc1cccc(OC(=O)CSc2nnc(-c3ccc4c(c3)OCO4)o2)c1C
→ 4%	-1%	30%	0%	-1%	4%	1%
> Cc1ccc(OC(=O)c2cc(-c3ccc4c(c3)OCCO4)on2)c(C)c1
→ 20µM*	5%	32µM*	-3%	4%	-1%	-13%
> CN(C)c1ccc(CNC(=O)C2CCN(c3nc4ccccc4[nH]3)CC2)cc1
→ -1%	0%	-4%	0%	-1%	-3%	2%
> Cc1ccc(S(=O)(=O)Nc2cccc(-c3cn4cccc(C)c4n3)c2)cc1
→ 22%	0%	5%	7%	4%	3%	-25%
> Cc1ccc(C(=O)O)cc1Nc1nc2ccccc2n2nnnc12
→ -5%	-7%	-14%	1%	-16%	-4%	-6%
> CC(C)(C)OC(=O)N1CCC(c2c(C(=O)NCCN3CCc4ccccc4C3)cnn2-c2ccc(F)cc2)CC1
→ 11%	-4%	-12%	-1%	0%	-3%	1%
> CCCCSc1nnc2[nH]c(=O)cc(C)n12
→ -2%	1%	27%	-3%	2%	-14%	7%
> CCCCNC(=O)c1[nH]c2ccccc2c1Sc1ccc(C)cc1
→ -5%	3%	-8%	1%	2%	4%	?

Only part of the results is shown (hit frequency here may not be typical).
